Screening results from PubChem.
UPR CHOP act: activators of apoptotic CHOP UPR arm, primary screen, cell-based, CHO-CHOP luciferase reporter, luminescence, uHTS. 330,000 compounds, 0.34% hits. activation, % at 10 µM. UPR activation; percent of tunicamycin response over DMSO baseline;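 active = at 10 µM dose, activation of 40% or more, normalized to positive control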;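 also: 100% = tunicamycin at 10 µg/mL and 0% = DMSO alone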
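System: CHO-CHOP luciferase reporter cell line; amount: 500 cells/well; buffer or medium: F12 medium containing 10% fetal bovine serum; incubation: 6 h compound exposure at 37 °C after overnight seeding; measured by: luciferase luminescence after 10 min with Steady-Glo reagent; evaluation: % reporter activation, DMSO baseline versus tunicamycin full activation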
CCR6 antagonist: CCR6 receptor antagonists, primary screen, cell-based, CHO-K1, luminescence, beta-arrestin, uHTS. AID 493098, 2011. 340,000 compounds, 0.49% hits. inhibition, % at 20 µM. C-C chemokine receptor type 6 (Homo sapiens), P51684. CHO-K1 CCR6 PathHunter beta-arrestin, CCL20-stimulated;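 active = compounds whose inhibition of the agonist-driven luminescence signal at 20 µM reaches about 50%, limit read from the data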;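 also: cells stimulated with CCL20 at 14 nM final; plate controls were DMSO with CCL20 for no effect and DMSO without agonist for full effect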
Target sequence (P51684 whole entry, looked up): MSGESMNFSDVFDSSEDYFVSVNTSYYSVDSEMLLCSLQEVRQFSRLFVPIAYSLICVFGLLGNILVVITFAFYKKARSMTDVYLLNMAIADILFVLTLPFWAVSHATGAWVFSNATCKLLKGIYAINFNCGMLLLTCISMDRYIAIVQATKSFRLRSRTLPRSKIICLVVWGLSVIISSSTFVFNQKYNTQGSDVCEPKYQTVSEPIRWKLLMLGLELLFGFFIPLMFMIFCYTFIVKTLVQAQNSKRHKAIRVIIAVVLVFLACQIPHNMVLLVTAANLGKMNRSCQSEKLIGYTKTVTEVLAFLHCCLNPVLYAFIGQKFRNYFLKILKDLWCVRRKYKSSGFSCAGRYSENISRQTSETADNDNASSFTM
EBI2 block: EBI2 receptor antagonists, beta-arrestin recruitment, primary screen, cell-based, luminescence, 7a,25-OHC stimulation, uHTS; AID 651636, 2012; inhibition, % at 5 µM; 360,000 compounds, 0.81% hits; G-protein coupled receptor 183 (Homo sapiens), P32249; 7a,25-OHC stimulated; in the data active = inhibition above about 38%;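 also: enzyme fragment complementation signal reports receptor beta-arrestin coupling in cells; 0% = agonist plus DMSO wells and 100% = wells without agonist; some results beyond the cut were filed as inactive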
APJ ag: agonists of human apelin receptor APJ, primary screen, CHO-K1 cells, PathHunter beta-arrestin, luminescence | activation, % at 20 µM | P35414 | 330,000 compounds, 0.11% hits | 0% DMSO wells, 100% apelin;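 active = activation more than six SD over the plate average, tested at 20 µM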;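 also: 0% = DMSO alone and 100% = apelin-13 at 10 nM; some results filed as inactive read as strong as hits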
Target sequence (P35414 whole entry, looked up): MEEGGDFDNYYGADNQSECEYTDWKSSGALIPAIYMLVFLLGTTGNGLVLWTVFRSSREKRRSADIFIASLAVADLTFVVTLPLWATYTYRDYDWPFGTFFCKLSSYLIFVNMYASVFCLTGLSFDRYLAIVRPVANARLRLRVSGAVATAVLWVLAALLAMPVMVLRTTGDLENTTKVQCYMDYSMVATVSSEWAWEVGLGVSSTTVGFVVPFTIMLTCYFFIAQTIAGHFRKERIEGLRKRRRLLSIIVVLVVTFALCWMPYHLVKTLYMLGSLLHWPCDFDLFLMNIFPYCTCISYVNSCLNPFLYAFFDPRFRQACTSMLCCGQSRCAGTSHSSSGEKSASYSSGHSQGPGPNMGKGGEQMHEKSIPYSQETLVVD
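Material: CHO-K1 APJ beta-arrestin complementation cell line; Input: cell density 1000 per well; Incubation: compound stimulation 90 min at 25 °C, detection 60 min; Signal: luminescence from split beta-galactosidase complementation, Galacton Star/Emerald II substrate; Controls: DMSO-only wells as negative, 10 nM Apelin-13 as positive control.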
XBP1 UPR activ: activators of adaptive XBP1 UPR arm, primary screen, cell-based, CHO-XBP1 luciferase reporter, luminescence, uHTS; IRE1-XBP1 UPR activation; percent of tunicamycin response, DMSO as zero; activation, % at 20 µM; AID 463104, 2010; 330,000 compounds, 0.33% hits;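 active = versus positive control, 20 µM dose yields 30% or more activation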;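 also: 100% = tunicamycin at 10 µg/mL and 0% = DMSO only wells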
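Material – CHO cell line with stable XBP1 luciferase reporter · Buffer or medium – F12 plus 10% FBS · Compound – single point, 20 µM final compound, 1% DMSO · Schedule – 16-18 h cell attachment at 37 °C, then 6 h compound exposure · Signal – Steady-Glo luminescence read · Benchmarks – high control tunicamycin 10 µg/mL final, low control DMSO vehicle only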
tim23-1 inh: growth inhibitors of tim23-1 mutant yeast, primary screen, luminescence, uHTS; 330,000 compounds, 1.3% hits; inhibition, % at 20 µM; S. cerevisiae tim23-1 growth, BacTiter-Glo luminescence, 24 h;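 active = growth inhibition of the mutant yeast at or above 50%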;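 also: temperature-sensitive mutant grown at 25 °C; plate controls were DMSO-treated mutant yeast for no effect and medium wells lacking yeast for full effect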
Mdm2-MdmX inh: inhibitors of human Mdm2-MdmX association, primary screen, cell-based, luminescence, split luciferase, SaOS-2, uHTS; Protein Mdm4 (Homo sapiens) + E3 ubiquitin-protein ligase Mdm2 (Homo sapiens), …; SaOS-2 split-luciferase Mdm2/MdmX complementation; inhibition, % at 8 µM; 330,000 compounds, 3% hits; AID 485346, 2010;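 active = inhibition of at least 50% at 8 µM in the primary screen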
CXCR6 block: CXCR6 receptor inhibitors, primary screen, cell-based, beta-arrestin, luminescence, CHO-K1 PathHunter, 1536-well. 360,000 compounds, 0.36% hits. AID 602244, 2012. C-X-C chemokine receptor type 6 (Homo sapiens), O00574. inhibition, % at 20 µM; in the data active = inhibition above about 34%, passing the limit was not always enough;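 also: antagonist mode with CXCL16 agonist at 10 nM final; 0% = 10 nM CXCL16 with DMSO and 100% = unstimulated wells without agonist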
APJ antagonist: antagonists of human apelin receptor APJ, primary screen, CHO-K1 cells, beta-arrestin complementation, luminescence | 330,000 compounds, 0.32% hits | AID 2521, 2010 | inhibition, % at 20 µM | P35414;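 active = inhibition above about 40% at 20 µM, limit read from the data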;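 also: cells challenged with 10 nM apelin-13 agonist together with compound; plate controls were apelin-13 plus DMSO wells for no effect and DMSO wells lacking apelin-13 for full effect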
Starred values were filed as active, the others as inactive.

How did NC(=O)CSc1nc2c(sc3ccccc32)c(=O)n1CCCN1CCOCC1 do in these assays?
UPR CHOP act: 2.1; CCR6 antagonist: 5; EBI2 block: -1; APJ ag: -1; XBP1 UPR activ: 0; tim23-1 inh: 1; Mdm2-MdmX inh: -14; CXCR6 block: -3; APJ antagonist: 8

Results for C/C(=N/NC(=O)c1cn(-c2cccc(C)n2)cn1)c1ccc(C)cc1 ?
UPR CHOP act: 0.3; CCR6 antagonist: -4; EBI2 block: -10; APJ ag: 5; XBP1 UPR activ: -2; tim23-1 inh: 38; Mdm2-MdmX inh: 3; CXCR6 block: 9; APJ antagonist: 19

What do the screens show for `O=C(NCC1CCCO1)c1cc2c(s1)CS(=O)(=O)C2` (stereo unspecified)?
UPR CHOP act: -0.7; CCR6 antagonist: 11; EBI2 block: -10; APJ ag: -1; XBP1 UPR activ: -2; tim23-1 inh: -4; Mdm2-MdmX inh: 11; CXCR6 block: -1; APJ antagonist: 14

How did CCOC(=O)c1c(NC(=O)COC(=O)c2ncc(Cl)c(Cl)c2Cl)sc(C(=O)N(C)C)c1C do in these assays?
UPR CHOP act: -0.7; CCR6 antagonist: -1; EBI2 block: -10; APJ ag: 7; XBP1 UPR activ: 2; tim23-1 inh: 7; Mdm2-MdmX inh: 19; CXCR6 block: 5; APJ antagonist: -17

How did COc1ccc(Cl)cc1S(=O)(=O)Nc1ncn[nH]1 do in these assays?
UPR CHOP act: 1.1; CCR6 antagonist: 4; EBI2 block: 3; APJ ag: -2; XBP1 UPR activ: -2; tim23-1 inh: -13; Mdm2-MdmX inh: 3; CXCR6 block: -8; APJ antagonist: -3

How did COc1cc(C(=O)NCc2cccc3ccccc23)cc(Cl)c1OC do in these assays?
UPR CHOP act: -2.0; CCR6 antagonist: 3; EBI2 block: 6; APJ ag: -2; XBP1 UPR activ: 0; tim23-1 inh: 1; Mdm2-MdmX inh: 22; CXCR6 block: 4; APJ antagonist: -6

How did CNc1nc(C)cc(C)c1S(=O)(=O)c1ccc(Cl)cc1 do in these assays?
UPR CHOP act: -0.2; CCR6 antagonist: 20; EBI2 block: 2; APJ ag: 1; XBP1 UPR activ: -8; tim23-1 inh: 10; Mdm2-MdmX inh: 6; CXCR6 block: -2; APJ antagonist: 15

Results for CCOc1ccccc1NC(=O)c1ccc2c(c1)C(=O)N(CC1CCCO1)C2=O (stereo unspecified) ?
UPR CHOP act: 1.0; CCR6 antagonist: 4; EBI2 block: 6; APJ ag: -2; XBP1 UPR activ: -3; tim23-1 inh: 12; Mdm2-MdmX inh: 15; CXCR6 block: 0; APJ antagonist: 5

What do the screens show for `CCN1C(=O)[C@H]2[C@@H](c3ccc(C)cc3)N3C(=O)N(c4cccc(Cl)c4)C(=O)[C@@]3(CC)[C@H]2C1=O`?
UPR CHOP act: 0.7; CCR6 antagonist: 1; EBI2 block: -6; APJ ag: 6; XBP1 UPR activ: 2; tim23-1 inh: 7; Mdm2-MdmX inh: -4; CXCR6 block: -13; APJ antagonist: 0

How did Cc1ccc(O)c(NC(=O)C2CC(c3cccc(Br)c3)=NO2)c1 (stereo unspecified) do in these assays?
UPR CHOP act: -2.1; CCR6 antagonist: 20; EBI2 block: 5; APJ ag: -2; XBP1 UPR activ: -7; tim23-1 inh: -2; Mdm2-MdmX inh: 6; CXCR6 block: 6; APJ antagonist: 4

What do the screens show for `Cc1ccc(CC(=O)O/N=C(\N)c2ccncc2)cc1`?
UPR CHOP act: 3.2; CCR6 antagonist: -10; EBI2 block: 0; APJ ag: 4; XBP1 UPR activ: -1; tim23-1 inh: 5; Mdm2-MdmX inh: -8; CXCR6 block: -12; APJ antagonist: -25

What do the screens show for `O=C(Nc1cc(Cl)cc(Cl)c1)C(c1ccccc1)N1CCCCC1` (stereo unspecified)?
UPR CHOP act: -1.5; CCR6 antagonist: -5; EBI2 block: -2; APJ ag: 8; XBP1 UPR activ: -4; tim23-1 inh: 48; Mdm2-MdmX inh: 11; CXCR6 block: -5; APJ antagonist: -60

How did Cc1ccc(-c2nc(S(=O)(=O)c3ccc(C)cc3)c(SCC(=O)NCC3CCCO3)o2)cc1 (stereo unspecified) do in these assays?
UPR CHOP act: 0.6; CCR6 antagonist: 4; EBI2 block: 0; APJ ag: -3; XBP1 UPR activ: -4; tim23-1 inh: -1; Mdm2-MdmX inh: -4; CXCR6 block: 3; APJ antagonist: 15

What do the screens show for `CN(C(=O)CSc1nc(-c2cccs2)nc2ccccc12)C1CCS(=O)(=O)C1` (stereo unspecified)?
UPR CHOP act: 0.4; CCR6 antagonist: 3; EBI2 block: 1; APJ ag: 2; XBP1 UPR activ: -4; tim23-1 inh: 4; Mdm2-MdmX inh: 31; CXCR6 block: -2; APJ antagonist: 8

Results for CC1(C)Cc2c(sc(NC(=O)c3ccco3)c2C#N)C(C)(C)N1 ?
UPR CHOP act: -2.2; CCR6 antagonist: 5; APJ ag: -5; XBP1 UPR activ: 1; tim23-1 inh: 6; Mdm2-MdmX inh: 15; APJ antagonist: 6

How did O=C(COc1ccc(F)cc1Br)N1CCN(S(=O)(=O)/C=C/c2ccccc2)CC1 do in these assays?
UPR CHOP act: 2.2; CCR6 antagonist: 0; EBI2 block: 38; APJ ag: -5; XBP1 UPR activ: -1; tim23-1 inh: 32; Mdm2-MdmX inh: -18; CXCR6 block: -11; APJ antagonist: 0

Results for CCCN(CC1CCCO1)C(=O)c1cc(COc2cccc(OC)c2)on1 (stereo unspecified) ?
UPR CHOP act: 0.1; CCR6 antagonist: 14; EBI2 block: -10; APJ ag: -6; XBP1 UPR activ: 2; tim23-1 inh: 18; Mdm2-MdmX inh: 14; CXCR6 block: 2; APJ antagonist: 5

Results for COc1cc(C(C)=O)ccc1O ?
UPR CHOP act: -2.0; CCR6 antagonist: 8; EBI2 block: 3; APJ ag: 0; XBP1 UPR activ: -4; tim23-1 inh: 5; Mdm2-MdmX inh: -18; CXCR6 block: -4; APJ antagonist: 16

Results for CN(C)C(=O)Nc1cnc2ccccc2c1 ?
UPR CHOP act: -1.0; CCR6 antagonist: -7; EBI2 block: -3; APJ ag: -1; XBP1 UPR activ: 4; tim23-1 inh: 21; Mdm2-MdmX inh: -1; CXCR6 block: 2; APJ antagonist: -30

How did C=CCNC(=O)NC(=O)COC(=O)c1cccnc1SC do in these assays?
UPR CHOP act: 1.1; CCR6 antagonist: 4; EBI2 block: 3; APJ ag: 0; XBP1 UPR activ: -1; tim23-1 inh: 19; Mdm2-MdmX inh: 4; CXCR6 block: 2; APJ antagonist: -2

What do the screens show for `O=c1c2ccccc2c(-c2ccc(F)cc2)nn1-c1ccc(C(F)(F)F)cc1`?
UPR CHOP act: 0.7; CCR6 antagonist: 2; EBI2 block: 11; APJ ag: -2; XBP1 UPR activ: -3; tim23-1 inh: 36; Mdm2-MdmX inh: 2; CXCR6 block: 12; APJ antagonist: 16

How did CCc1ccccc1NC(=O)CN1CCN(C(=O)CNC(=O)Cc2cccc3ccccc23)CC1 do in these assays?
UPR CHOP act: -0.8; CCR6 antagonist: -4; EBI2 block: 4; APJ ag: 0; XBP1 UPR activ: 3; tim23-1 inh: -3; Mdm2-MdmX inh: 33; CXCR6 block: -13; APJ antagonist: -1

What do the screens show for `CCOc1ccc(-c2c(C#N)c(N)nc3c2c(=O)n(C)c(=O)n3C)cc1OC`?
UPR CHOP act: -0.4; CCR6 antagonist: 9; EBI2 block: 0; APJ ag: -1; XBP1 UPR activ: 2; tim23-1 inh: 4; Mdm2-MdmX inh: -10; CXCR6 block: 0; APJ antagonist: -7

How did CSc1sc(C(=O)NCC2CC2)cc1S(=O)(=O)C(C)C do in these assays?
UPR CHOP act: -0.7; CCR6 antagonist: -22; EBI2 block: 5; APJ ag: 4; XBP1 UPR activ: 1; tim23-1 inh: 3; Mdm2-MdmX inh: 9; CXCR6 block: 2; APJ antagonist: 6

What do the screens show for `Cc1cccc(-n2ncc3c(NCc4ccccn4)ncnc32)c1`?
UPR CHOP act: 2.8; CCR6 antagonist: -17; EBI2 block: -10; APJ ag: -4; XBP1 UPR activ: 6; tim23-1 inh: 11; Mdm2-MdmX inh: 3; CXCR6 block: 7; APJ antagonist: 9

Results for COc1ccccc1C(=O)Nc1ccc2ccccc2c1 ?
UPR CHOP act: 2.2; CCR6 antagonist: 5; EBI2 block: 9; APJ ag: -6; XBP1 UPR activ: 4; tim23-1 inh: 33; Mdm2-MdmX inh: -81; CXCR6 block: 2; APJ antagonist: -5

How did COc1cc([N+](=O)[O-])ccc1NC(=O)Cc1ccccc1 do in these assays?
UPR CHOP act: 1.3; CCR6 antagonist: 8; EBI2 block: 1; APJ ag: 2; XBP1 UPR activ: -2; tim23-1 inh: -6; Mdm2-MdmX inh: 21; CXCR6 block: -6; APJ antagonist: 18

What do the screens show for `Cc1ccc(S(=O)(=O)Nc2ncnc3ccccc23)cc1`?
UPR CHOP act: 0.0; CCR6 antagonist: 5; EBI2 block: -1; APJ ag: -1; XBP1 UPR activ: -2; tim23-1 inh: 7; Mdm2-MdmX inh: 6; CXCR6 block: 2; APJ antagonist: 17

What do the screens show for `Cc1ccc(C(=O)Nc2cc(Cl)ccc2-n2cncn2)s1`?
UPR CHOP act: 0.0; CCR6 antagonist: -2; EBI2 block: 1; APJ ag: 14; XBP1 UPR activ: 2; tim23-1 inh: 7; Mdm2-MdmX inh: -1; CXCR6 block: 0; APJ antagonist: -56

What do the screens show for `CCN(CC)S(=O)(=O)c1ccc(C(=O)Nc2ccc3c(c2)OCCO3)cc1`?
UPR CHOP act: 3.5; CCR6 antagonist: 13; EBI2 block: 27; APJ ag: 0; XBP1 UPR activ: 2; tim23-1 inh: 28; Mdm2-MdmX inh: -11; CXCR6 block: 9; APJ antagonist: 11

What do the screens show for `Cn1cc(C(=O)NCC2COc3ccccc3O2)c(=O)c2cc(S(=O)(=O)N3CCCCC3)ccc21` (stereo unspecified)?
UPR CHOP act: 0.0; CCR6 antagonist: 1; EBI2 block: 13; APJ ag: 5; XBP1 UPR activ: 2; tim23-1 inh: -7; Mdm2-MdmX inh: 32; CXCR6 block: 4; APJ antagonist: 3

An excerpt (hit frequency here may not be typical).
